# L929 necroptosis = inhibitors of zVAD-triggered necroptosis, primary screen, L929 cells; L929 zVAD necroptosis rescue, ATP luminescence, 24 h; with zVAD 60 µM; viability rescue, % at 10 µM; actives 0.38% (n = 220,000); AID 1377, 2008;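 active = activation, scaled between plate controls, above about 75%, limit read from the data; inactive = activation under that limit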;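 note: 0% = zVAD with DMSO and 100% = DMSO alone without zVAD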
# PGE2 EP2 inh = human EP2 receptor antagonists, primary screen, TR-FRET cAMP, C6 glioma cells. C6 glioma cells expressing human EP2; cells stimulated with saturating PGE2. actives 0.52% (n = 260,000). inhibition, % at 25 µM;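 active = percent inhibition above 40 after rounding to a whole number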;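 note: rat C6 glioma host cells with rolipram phosphodiesterase inhibitor present; the protocol text gives 20 µM as final concentration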
# Target sequence (P43116 whole entry, looked up): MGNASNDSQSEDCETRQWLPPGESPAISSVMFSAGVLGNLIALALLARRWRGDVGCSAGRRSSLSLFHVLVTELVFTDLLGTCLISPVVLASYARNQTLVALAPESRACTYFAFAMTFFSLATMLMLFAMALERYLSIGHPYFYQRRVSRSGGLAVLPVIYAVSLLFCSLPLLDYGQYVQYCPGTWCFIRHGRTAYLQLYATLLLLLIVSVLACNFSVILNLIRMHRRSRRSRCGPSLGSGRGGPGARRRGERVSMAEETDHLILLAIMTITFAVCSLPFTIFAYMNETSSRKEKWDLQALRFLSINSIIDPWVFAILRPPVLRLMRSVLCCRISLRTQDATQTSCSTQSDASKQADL
# Hck Nef HTS = inhibitors of Nef-activated human Hck kinase, primary screen, biochemical, Z-Lyte FRET, 384-well, Hck-YEEI | Tyrosine-protein kinase HCK (Homo sapiens), P08631 | Recombinant Hck-YEEI plus Nef, Z-Lyte FRET kinase assay | inhibition, % at 20 µM | actives 0.68% (n = 220,000) | AID 463187, 2010;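 active = Hck-Nef kinase inhibition above about 50%, limit read from the data; inactive = inhibition below that limit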;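 note: 0% = DMSO with Hck plus Nef and 100% = Hck alone without Nef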
# EP2 modulator = EP2 receptor modulators, cAMP readout, primary screen, cell-based, HTRF cAMP, PGE2 stimulation; actives 0.83% (n = 260,000); EP2-expressing cells, cAMP HTRF FRET, PGE2 co-stimulation; induction, % at 25 µM; AID 940, 2007; Prostaglandin E2 receptor EP2 subtype (Homo sapiens), P43116;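 active = compounds whose cAMP rise, as percent of the full-agonist control response, exceeds 60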;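 note: rat C6 glioma line stably carrying human EP2 under a CMV promoter; the protocol text gives 20 µM as final concentration; 100% = response of wells given 1 µM PGE2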
# Runt-SMMHC FRET = inhibitors of RUNX1 Runt–CBFb-SMMHC binding, primary screen, biochemical, FRET, Cerulean-Runt, Venus-CBFb-SMMHC, uHTS | Runt-related transcription factor 1 (Homo sapiens) + Core-binding factor subunit beta … | Cerulean-Runt/Venus-CBFb-SMMHC FRET ratio 530/480, 1 h | inhibition, % at 20 µM | actives 0.74% (n = 220,000);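 active = mean inhibition across duplicate retests at 20 µM reaching about 50%, limit read from the data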;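 note: 0% = DMSO wells and 100% = wells with excess untagged CBFb-SMMHC; inhibitors lower the FRET ratio by blocking Runt binding to CBFb-SMMHC; some results filed as inactive read as strong as hits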
# Target sequence (Q01196 whole entry, looked up): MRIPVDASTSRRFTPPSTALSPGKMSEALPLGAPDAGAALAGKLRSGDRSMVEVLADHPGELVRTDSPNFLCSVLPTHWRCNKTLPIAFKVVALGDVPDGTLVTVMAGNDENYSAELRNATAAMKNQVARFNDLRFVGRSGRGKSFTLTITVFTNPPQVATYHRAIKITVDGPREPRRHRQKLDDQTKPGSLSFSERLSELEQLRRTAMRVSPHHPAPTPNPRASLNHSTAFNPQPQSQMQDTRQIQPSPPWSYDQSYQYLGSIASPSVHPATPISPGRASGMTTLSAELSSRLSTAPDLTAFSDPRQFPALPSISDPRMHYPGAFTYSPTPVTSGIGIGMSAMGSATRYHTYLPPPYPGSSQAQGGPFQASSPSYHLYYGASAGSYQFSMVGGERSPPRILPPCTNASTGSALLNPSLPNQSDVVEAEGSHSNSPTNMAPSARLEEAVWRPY
# Target sequence (Q13951 whole entry, looked up): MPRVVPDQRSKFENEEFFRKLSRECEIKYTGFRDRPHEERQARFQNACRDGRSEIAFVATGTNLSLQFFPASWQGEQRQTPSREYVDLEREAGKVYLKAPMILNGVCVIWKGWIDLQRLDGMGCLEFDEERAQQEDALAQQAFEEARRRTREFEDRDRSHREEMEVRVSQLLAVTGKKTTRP
# Runt-CBFb FRET = inhibitors of RUNX1 Runt–CBFb binding, primary screen, biochemical, FRET, Cerulean-Runt, Venus-CBFb, uHTS. inhibition, % at 20 µM. Cerulean-Runt/Venus-CBFb FRET ratio 530/480, 1 h. actives 0.46% (n = 220,000). AID 1496, 2009. Runt-related transcription factor 1 (Homo sapiens) + Core-binding factor subunit beta …;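 active = inhibition over about 50% at 20 µM in the single-dose screen, limit read from the data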;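 note: 0% = DMSO wells and 100% = excess unlabeled CBFb competitor control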
#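 Schedule: protein complex preformed 1 h, compound exposure 1 h, room temperature, dark; test system: Cerulean-labeled Runt domain protein; amount: 100 nM per protein; buffer or medium: Tris 50 mM pH 7.5, KCl, K2SO4, 0.01% BSA; read-out: loss of energy transfer signal; detection: FRET fluorescence; controls: 5 µM unlabeled CBFb as full-inhibition high control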
# RBBP9 inhibitor = human RBBP9 inhibitors, primary screen, biochemical, fluorescence polarization, FP-Rh probe, HTS; AID 1515, 2009; actives 0.2% (n = 220,000); Serine hydrolase RBBP9 (Homo sapiens), O75884; recombinant RBBP9; inhibition, % at 7.94 µM;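 active = inhibition above the campaign mean of all tested compounds plus 3 SD, cut at about 14% in these data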;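 note: plate controls were DMSO wells with RBBP9 for no effect and wells lacking RBBP9 protein for full effect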
#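 Test system: recombinant human RBBP9. Quantity: 2.5 µM RBBP9 dispensing solution, before mixing. Detection: FP readout at 525/598 nm. Reagent: Serine-hydrolase probe FP-Rh, 375 nM pre-mixing. Measure: % inhibition. Control set: DMSO-treated enzyme wells and wells lacking RBBP9. Buffer or medium: Tris-NaCl-Pluronic buffer, pH 8.0. Times: preincubation 30 min plus labeling 45 min at 25 °C.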
# PERK inhibitor = block of dimerizer-induced PERK translation repression, primary screen, PERK inhibitor project, CHO PERK-DD cells, SEAP luminescence, HTS. Eukaryotic translation initiation factor 2-alpha kinase 3 (Homo sapiens), Q9NZJ5. CHO PERK-DD fusion, SEAP luminescence translation reporter. inhibition, % at 5.6 µM. actives 0.17% (n = 220,000). AID 1416, 2008;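 active = inhibition above the mean inhibition of all tested compounds plus 3 SD, set separately per screening campaign, cut at about 2.9% in these data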;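 note: PERK kinase domain activated by AP20187 dimerizer at 100 nM; 0% = DMSO with dimerizer and 100% = rapamycin at 8.4 µM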
# TNF necrop inh = inhibitors of TNF-alpha triggered necroptosis, primary screen, cell-based, Jurkat FADD-/-, single concentration | Jurkat FADD-/- TNF necroptosis rescue, ATP luminescence, 24 h; 0 = TNF only, 100 = no-TNF cells | activation (protection from cell death), % at 10 µM | actives 0.068% (n = 220,000) | AID 463075, 2010;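 active = activation, meaning protection from cell death, of at least 50% relative to plate controls; inactive = activation below 50%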;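 note: necroptosis triggered by 40 ng/mL TNF-alpha added together with compound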
# An asterisk follows results filed as active; x = not tested or not shown; & = joins results of further samples. This is a subset, so the mix of outcomes need not match the whole.
canonical_smiles,L929 necroptosis,PGE2 EP2 inh,Hck Nef HTS,EP2 modulator,Runt-SMMHC FRET,Runt-CBFb FRET,RBBP9 inhibitor,PERK inhibitor,TNF necrop inh
CCOC(=O)c1sc(NC(=S)NC(=O)c2ccccc2)nc1C,-0.1,9,-17,-28,3,-4,6,0.2,1.8
CC(C)(C)NC(=O)C(=O)NNC(=O)COc1ccccc1,2.2,5,4,10,0,1,-9,1.5,0.7
CC(/C=C/c1ccccc1)=N/NC(=O)CNC(=O)c1ccc2c(c1)OCO2,-0.2,x,1,53,0,1,-5,0.5,-3.4
CC(=O)Cc1nsc(Nc2cccc(C)c2)n1,0.3,8,17,-31,0,3,-6,0.2,2.1
COc1ccc(C)cc1NC(=O)Nc1cccc(C)c1,73,2,-2,2,-1,2,-7,0.1,3.1
CCOC(=O)c1c(C=O)c2sc(C)cc2n1C,0.8,5,24,34,4,4,-5,0.2,-2.2
COc1ccccc1CNC(=O)N[C@@H](Cc1ccccc1)C(=O)O,1.1,12,6,29,4,1,-4,1.1,-0.8
O=C(N/N=C/c1cccnc1)c1ccc2c(c1)OCCO2,x,2,0,-11,-2,-3,-11,-0.1,-3.7
Cc1noc(C)c1C(=O)OCC(=O)NCCC1=CCCCC1,-0.1,11,2,5,2,0,-4,-0.3,-0.1
C=CCn1c(CCSCc2ccc(OC)c(C)c2)n[nH]c1=S,0.3,6,18,-10,6,1,-4,-0.7,-1.0
CCCCC(=O)Nc1nn(CCC)c2nc3ccccc3cc12,-0.2,12,8,0,34,19,2,-1.0,-1.3
CCCCNC(=O)c1cc2c(=O)n3cccc(C)c3nc2n(Cc2ccccc2)c1=N,-2.0,11,10,22,62*,12,2,-0.6,-4.2
CC(=O)Nc1ccc(NC(=O)CSC2=NCCS2)cc1,0.4,12&11,1,9&-30,1,0,-6,0.1,1.7
NCc1ccc(S(N)(=O)=O)cc1,0.8,18&12,-7,10&29,3,2,2,0.3,1.7
CC(=O)N1CCc2cc(S(=O)(=O)CCC(=O)NCc3cccs3)ccc21,3.1,x,-1,14,3,3,-3,-1.3,-0.3
CO/N=C/C=C1/N(C)c2ccccc2C1(C)C,4.1,5,-28,-42,0,-2,-3,1.1,0.4
COc1ccc(-c2nc(C#N)c(NC(C)c3ccccc3)o2)cc1OC (stereo not drawn),-0.3,x,-1,-30,-4,-3,-1,-0.2,-3.6
COc1ccc(/C=C2\N=C(C)N(c3ccc(C(=O)O)cc3)C2=O)cc1OC,-0.1,5,3,2,-3,-5,4,0.8,0.3
CCOC(=O)c1nnc(-c2ccccc2)o1,0.0,9,1,11,0,1,-6,1.9,-0.8
O=C(COC(=O)c1ccc2c(c1)OCO2)NCc1ccc2c(c1)OCO2,0.5,3,3,-11,6,1,0,0.4,0.8
O=C(CCS(=O)(=O)c1cccc2nsnc12)N1CCN(C(=O)c2ccco2)CC1,0.7,4,-5,-7,0,3,-8,-0.9,0.7
CCOC(=O)c1ccc(NC(=O)C(C)Sc2nc(O)c(-c3ccccc3)c(=O)[nH]2)cc1 (stereo not drawn),0.3,7,6,19,-5,6,-4,1.5,-0.1
COc1ccc2[nH]c(=O)c(CN(CC3CCCO3)C(=S)Nc3cccc(C)c3)cc2c1 (stereo not drawn),0.7,8,15,12,-6,0,-4,0.2,-0.2
O=C(Nc1ccccc1Cl)N(Cc1nc2ccccc2c(=O)[nH]1)Cc1cccs1,1.5,3,3,51,4,-1,-4,-0.1,0.0
COc1ccc(CCNC(=S)Nc2cccc(C)c2C)cc1,-0.2,26,5,-22,5,0,-10,-0.5,-7.2
Cc1cccc2nc(CSc3nc4[nH]ncc4c(=O)n3-c3ccccc3Cl)cc(=O)n12,x,7,6,-19,-2,-3,-6,-0.8,-8.4
O=C1CN(C(=O)CSc2nnc(-c3ccccc3)n2Cc2ccc3c(c2)OCO3)c2ccccc2N1,-0.6,10,1,-99,-2,0,-3,0.0,-4.4
CCc1ccccc1N1CSC2=C(C#N)C(c3cc(OC)c(OC)cc3OC)CC(=O)N2C1 (stereo not drawn),0.5,7,2,-1,48,32,-2,0.1,-3.3
CC(C)Oc1ccccc1OCCCOc1cccc2cccnc12,0.0,10,1,-8,-2,-6,-8,0.9,0.9
COc1ccc2cc(/C=C/C(=O)c3ccco3)c(Cl)nc2c1,-0.7,x,-2,-28,-258,-96,-10,-0.8,-5.4
Cc1nn(-c2ccccc2)c(C)c1/C=C/C(=O)OCC(=O)NC1CCS(=O)(=O)C1 (stereo not drawn),-0.1,5,12,8,0,0,-2,0.8,1.4
O=C1NC2(CCCc3ccccc32)C(=O)N1Cc1nnc(-c2ccccc2Br)o1 (stereo not drawn),0.3,12,1,9,-4,-2,0,0.1,-5.6
COc1ccc(NC(=O)C(C)N2C(=O)c3ccccc3C2=O)cc1S(=O)(=O)N1CCOCC1 (stereo not drawn),2.4,7,-8,-19,0,1,2,-0.4,0.4
CN1C(=S)SC(/[N+]([O-])=C\c2ccccc2F)C1(C)C (stereo not drawn),0.7,4,15,11,0,-1,-11,1.1,4.8
Cc1ccc(C(=O)NCCOc2cccc3cccnc23)cc1Cl,3.2,7,-5,-16,-10,0,2,1.2,0.4
Cc1nnc(C)c2c(C)n(N)c(C)c12,-0.1,7,7,6,-2,1,-2,0.9,5.5
Cn1c(CCCOc2ccc(Cl)cc2Cl)nnc1SCC(=O)Nc1ccc(F)c(Cl)c1,0.7,5,7,-38,-3,-3,2,0.1,4.1
Nc1ccc2nc(-c3ccccc3)sc2c1,-0.4,9,20,-17,18,9,-11,-0.1,-21
Oc1ccc(C2C(c3ccccc3)=NN=C(c3ccc(Cl)cc3)N2O)c(O)c1 (stereo not drawn),0.3,5,2,18,2,4,-2,1.0,1.6
Cc1cc(C)n(C)c(=O)c1C#N,4.3,0,23,29,0,1,2,1.7,0.3
Cc1ccc2c(CC(=O)O)coc2c1C,0.0,8,-6,21,1,3,-5,-0.8,0.6
COC(=O)c1ccc(C23CC4(C2)[C@H](CN(CC2CCCCC2)[C@@H]4c2ccccc2)C3c2ccccc2)cc1 (stereo partly drawn),-0.6,18,23,9,0,-2,x,x,-2.4
Cc1ccc(OCCn2cnc(Cl)c2Cl)cc1,2.5,13,23,33,0,-1,-9,0.2,4.1
COc1cccc(NC(=O)CSc2nc3ccccc3n2C)c1,0.0,3,0,-16,-3,1,-3,1.6,2.5
CC1(C)CC(=O)C(CC2=C(O)CC(C)(C)CC2=O)C(=O)C1,4.5,17,-1,-12,-4,0,2,2.1,0.5
COc1ccc(CSCCNC(=S)Nc2ccccc2)cc1Cl,-0.3,5,23,-73,1,1,-6,0.4,0.0
CCn1c(=N)n(CC(=O)c2cccc(OC)c2)c2ccccc21,x,12,x,11,-7,-3,x,x,x
CC(C)CCNC(=O)CN(C)S(=O)(=O)c1cccc2nsnc12,-0.4,12,-2,-5,-19,4,-4,-0.9,0.5
COc1cc(OC)c(C2=Nc3ccc(Br)cc3C(c3ccccc3)N2CC(=O)NN)cc1OC (stereo not drawn),0.5,9,23,-7,1,-6,-5,0.1,-1.1
CC(=O)Nc1cccc(OCC(=O)/C=C2\N(C)c3ccccc3C2(C)C)c1,-0.2,23,22,-90,1,-1,-4,-0.3,-12
Cn1c(=O)c2c(nc(NCc3cccnc3)n2Cc2ccccc2Cl)n(C)c1=O,1.0,7,-5,17,-4,2,-1,0.6,-0.6
CCn1c(SCC(=O)c2c(N)n(C)c(=O)n(C)c2=O)nnc1-c1ccccc1,1.2,11,1,11,0,1,-4,0.6,1.8
COc1cc(NC(=O)CN(C)C2CCCCC2)c(C)cc1[N+](=O)[O-],3.8,7,3,2,3,-2,1,-0.5,3.9
COc1ccccc1CC(=O)Nc1ccc2c(c1)CCC2,1.0,6,2,-3,0,-1,0,0.1,2.4
COc1ccc(OCC(=O)Nc2nonc2NC(=O)COc2ccc(OC)cc2)cc1,0.7,6,2,6,-3,-1,-3,-0.6,-0.7
COc1ccc([N+](=O)[O-])cc1NC(=O)CCCOc1ccccc1,0.3,7,8,-28,-3,-6,-4,0.7,0.1
CCOc1ccc(-n2c(-c3ccc(Br)cc3)c[n+]3c2CCCCC3)cc1,-1.0,5,13,-33,0,-3,-8,-0.8,-3.4
CCOC(=O)C1(Cc2ccc(O)cc2)NC(c2ccccc2F)C2C(=O)N(C)C(=O)C21 (stereo not drawn),-0.3,12,1,6,4,-1,-8,0.7,-0.7
Cc1ccc(OCCNS(=O)(=O)c2cccs2)cc1,-0.4,8,0,0,-10,1,1,1.7,-2.3
CCNC(=O)OCC(CC)NC(=O)OCC(C)C (stereo not drawn),-0.3,9,-16,5,-1,0,-13,0.1,0.7

# Other compounds follow:
canonical_smiles,L929 necroptosis,PGE2 EP2 inh,Hck Nef HTS,EP2 modulator,Runt-SMMHC FRET,Runt-CBFb FRET,RBBP9 inhibitor,PERK inhibitor,TNF necrop inh
Cc1ccc(SC(C)C(=O)Nc2ccncc2)cc1 (stereo not drawn),-0.6,3,2,-6,2,0,-10,0.5,-5.0
Nn1cnnc1SCC(=O)Nc1ccc2c(c1)OCO2,0.9,3,23,0,3,0,-2,0.7,1.6
Cc1cc(CSc2ccccc2)ccc1NC(=O)c1ccc(CN2CCOCC2)cc1,0.1,12,4,-38,-2,-2,2,0.0,-1.7
Cc1cc(C)n2nc(C(=O)Nc3nnc(C4CC4)s3)nc2n1,0.0,1,-2,16,3,2,-6,0.5,0.3
COCCNC(=O)COC(=O)c1[nH]c(C)c(C(C)=O)c1C,-0.9,6,1,-14,-6,0,3,0.0,0.6
